Screens: PubChem, several laboratories
GPR55 LPI antagonism: inhibition of LPI-stimulated GPR55 beta-arrestin translocation – imaging, U2OS, beta-arrestin-GFP, LPI agonist, primary screen (AID 2013) | 290,000 compounds, 0.13% hits | one-dose inhibition, % at 10 µM; IC50 in µM for titrated hits | U2OS GPR55 beta-arrestin-GFP translocation imaging, LPI antagonism; higher % means a stronger effect;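 active = spots per cell inhibited over 60%, with over 100 cells counted and total cytoplasm intensity under 500,000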;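 note: U2OS cells stably carrying GPR55 and arrestin-GFP stimulated by 5 µM LPI near EC80; imaged beta-arrestin-GFP aggregate spots per cell after agonist stimulation; plate controls were LPI-stimulated DMSO wells for no effect and DMSO wells without LPI for full effect; some results filed as inactive read as strong as hits; confirmed hits need IC50 under 10 µM and bright autofluorescent wells are also inconclusive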
K1F lysis inhibition: inhibition of K1F phage lysis, E. coli UTI89, bacterial capsule biogenesis inhibitors, alamar blue (AID 488966); E. coli UTI89 K1F phage lysis, alamar blue, 2 h; higher % means a stronger effect; 340,000 compounds, 0.02% hits; one-dose inhibition, % at 100 µM; IC50 in µM for titrated hits;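 active = phage lysis inhibition, versus mean bacterial control, above a set limit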;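 note: capsule biogenesis inhibitors block K1F phage lysis so surviving cells raise fluorescence; higher fluorescence means more inhibition of phage lysis; actives were called in the ten point dose series up to 300 µM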
Dengue-2 NS5 capping: flavivirus cap methylation enzyme inhibition – biochemical, confirmation dose response, primary screen (AID 588689); Dengue-2 NS5 methyltransferase capping enzyme assay, biochemical; higher % means a stronger effect; one-dose inhibition, % at 25 µM; IC50 in µM for titrated hits; 340,000 compounds, 0.3% hits; in the data active = a potency from the dose series
GPR55 activation: selective activators of receptor GPR55 – imaging, U2OS cells, beta-arrestin-GFP redistribution, primary screen (AID 1961); U2OS GPR55 beta-arrestin-GFP redistribution imaging; higher % means a stronger effect; activation, % at 10 µM, or EC50 in µM where a hit was titrated; 290,000 compounds, 0.048% hits;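 active = activation above 40% with more than 50 cells counted in the well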;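 note: U2OS osteosarcoma cells stably expressing GPR55 and beta-arrestin-GFP; plate controls were DMSO negative control for no effect and LPI positive control for full effect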
HIV fusion peptide: inhibitors of HIV fusion peptide binding, primary screen, biochemical, uHTS, fluorescence dequenching (AID 1986). cell-free peptide binding, fluorescence dequenching, 30 min; higher % means a stronger effect. 290,000 compounds, 0.3% hits. inhibition, % at 20 µM, or IC50 in µM where a hit was titrated; in the data active = inhibition mostly above about 52%, no sharp cut-off; inactive = mostly below about 76%; note: some results filed as inactive read as strong as hits
SIAH1 antagonists: Siah-1 peptide-binding antagonists, primary screen, biochemical, fluorescence polarization, rhodamine-plectin, uHTS (AID 1817) | 290,000 compounds, 0.02% hits | Siah-1 / rhodamine-plectin peptide fluorescence polarization; higher % means a stronger effect | displacement, % at 20 µM, or IC50 in µM where a hit was titrated;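 active = displacement of at least 50% at 20 µM, with a fluorescence ratio check between 0.3 and a set limit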;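 note: plate controls were Siah plus tracer with DMSO for no effect and tracer alone without Siah for full effect; strong numbers were not always called active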
AID2073: inhibitors of Mint1-CaV2.2 protein interaction, biochemical, HTRF (AID 2073) | HTRF protein-protein interaction, Mint1-CaV2.2; higher % means a stronger effect | 290,000 compounds, 0.19% hits | one-dose inhibition, % at 20 µM; IC50 in µM for titrated hits; in the data active = inhibition mostly above about 51%, no sharp cut-off; note: some results filed as inactive read as strong as hits
GPR35 antagonists: GPR35 antagonists blocking zaprinast-driven arrestin recruitment, primary screen, imaging, U2OS, beta-arrestin-GFP, zaprinast agonist (AID 2058); U2OS GPR35 beta-arrestin-GFP translocation imaging, zaprinast antagonism; higher % means a stronger effect; inhibition, % at 10 µM, or IC50 in µM where a hit was titrated; 290,000 compounds, 0.052% hits;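 active = inhibition of at least 50% with at least 30 cells and total cytoplasm GFP at most 10,000,000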
NTR1 agonist: agonists of NTR1, primary screen, imaging, U2OS cells, beta-arrestin-GFP, high content (AID 493036). activation, % at 20 µM. 330,000 compounds, 0.17% hits. P30989. NTR1-U2OS beta-arrestin-GFP spot imaging, agonist mode;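 active = activation at or above 40% of the spot to cytoplasm intensity ratio, with at least 20 cells analyzed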;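 note: 0% = DMSO without peptide and 100% = 100 nM NTR1 peptide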
Target sequence (P30989 whole entry, looked up): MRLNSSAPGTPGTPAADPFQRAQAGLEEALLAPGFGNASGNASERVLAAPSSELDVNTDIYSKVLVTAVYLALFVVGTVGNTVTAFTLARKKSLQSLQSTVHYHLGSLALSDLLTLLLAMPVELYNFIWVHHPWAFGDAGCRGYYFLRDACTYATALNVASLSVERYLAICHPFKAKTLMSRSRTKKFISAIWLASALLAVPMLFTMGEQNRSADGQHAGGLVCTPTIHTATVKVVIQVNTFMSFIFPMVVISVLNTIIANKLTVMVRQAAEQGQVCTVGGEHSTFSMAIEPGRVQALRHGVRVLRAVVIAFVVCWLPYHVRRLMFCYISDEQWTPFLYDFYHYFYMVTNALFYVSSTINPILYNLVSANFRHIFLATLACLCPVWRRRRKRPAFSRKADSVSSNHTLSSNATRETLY
NTR1 agonist cell count 20 µM: further read-out of NTR1 agonist, marked with its call; cell count; measured here: cell count, cytotoxicity flag
Dengue-2 NS5 capping pilot replicate: further read-out of Dengue-2 NS5 capping, marked with its call; inhibition, %; measured here: pilot screen replicate inhibition
Numbers without * were called inactive; / = not tested or not shown; & = joins results of further samples; [ ] = remark or other dose.

Start of the data: the first 2 records, to show the layout:
SMILES | GPR55 LPI antagonism | K1F lysis inhibition | Dengue-2 NS5 capping | GPR55 activation | HIV fusion peptide | SIAH1 antagonists | AID2073 | GPR35 antagonists | NTR1 agonist | NTR1 agonist cell count 20 µM | others
CCCS(=O)(=O)N1CCCC(C(=O)N2CCN(c3ccccc3)CC2)C1 (stereo unspecified) | 5% | -0.2% | -1% | 0.4% | 1.8% | 4% | -6% | 6% | 0.0 | 37
Cc1cc(=O)[nH]c(SCc2cccc(Br)c2)n1 | -10% | 0.3% | -6% | 0.2% | 1.4% | 0% | -2% | -10% | -0.2 | 54

The listing, from the first entry:
SMILES | GPR55 LPI antagonism | K1F lysis inhibition | Dengue-2 NS5 capping | GPR55 activation | HIV fusion peptide | SIAH1 antagonists | AID2073 | GPR35 antagonists | NTR1 agonist | NTR1 agonist cell count 20 µM | others
CCCS(=O)(=O)N1CCCC(C(=O)N2CCN(c3ccccc3)CC2)C1 (stereo unspecified) | 5% | -0.2% | -1% | 0.4% | 1.8% | 4% | -6% | 6% | 0.0 | 37
Cc1cc(=O)[nH]c(SCc2cccc(Br)c2)n1 | -10% | 0.3% | -6% | 0.2% | 1.4% | 0% | -2% | -10% | -0.2 | 54
CC#CC(=O)NC1CCCN(C2Cc3ccccc3C2)C1 (stereo unspecified) | 12% | 1.5% | / | 0.2% | -1.0% | 4% | -1% | 7% | 2.0 | 51
CCN(CC(=O)Nc1ccc(S(N)(=O)=O)cc1)S(=O)(=O)c1cc(C)ccc1OC | 2% | 0.5% | -3% | 0.0% | 1.5% | 6% | 2% | 3% | -0.8 | 53
O=C(c1ccco1)N1CCN(c2ncccn2)CC1 | 5% | -1.1% | -1% | -0.1% | 0.0% | -2% | 3% | -2% | 0.3 | 65
COC(=O)c1ccc(COc2ccc(C3C4=C(CCCC4=O)Nc4onc(C)c43)cc2)cc1 (stereo unspecified) | 16% | -0.2% | -5% | 0.2% | 0.3% | 0% | 12% | -7% | 1.5 | 44
O=C(CN1CCCCCC1)NCCc1ccc(F)cc1 | -6% | -0.2% | -3% | 0.2% | -1.1% | 3% | -2% | 1% | -1.9 | 52
Cc1ccc(-n2c(=O)c3sccc3n(CC(=O)NC3CCCCC3)c2=O)cc1 | 2% | 0.1% | -5% | 1.7% | 3.4% | 6% | 26% | 10% | 1.2 | 43
CCc1ccc(C2=NN(c3ccc(S(N)(=O)=O)cc3)C(c3ccc(F)cc3)C2)cc1 (stereo unspecified) | 10% | -0.1% | -5% | -0.1% | 1.4% | 2% | 32% | -52% | 29 | 49
Cc1ccc(NC(=O)c2ccc(Cl)c(N3C(=O)C=CC3=O)c2)cc1 | -13% | -0.8% | -8% | 0.2% | 20% | -2% | -55% | -14% | 19 | 40
CCOc1ccccc1C(=O)NCC(=O)NCCc1ccc(S(N)(=O)=O)cc1 | -6% | 0.5% | -2% | -0.3% | -0.8% | -7% | 3% | 38% | 1.3 | 52
COc1ccc(C(=O)Nc2ccncc2)cc1[N+](=O)[O-] | 12% | 0.0% | 3% | 0.8% | 0.1% | 2% | 8% | 2% | 0.1 | 57 | Dengue-2 NS5 capping pilot replicate=0.6
CCOc1ccc(NC(=S)NC(=O)c2c(Br)cnn2C)c([N+](=O)[O-])c1 | 18% | -0.6%[50 µM] | -2% | 0.0% | 0.6% | 4% | -7% | 13% | 2.9 | 48
Cc1cc(OC(=O)c2cc(Br)ccc2Cl)c([N+](=O)[O-])c(=O)[nH]1 | 6% | -2.5% | -3% | 0.3% | 2.0% | 15% | -1% | 2% | -0.5 | 61
CCCCCOC(=O)C1[C@H]2C(=O)N(c3ccccc3CC)C[C@]23C=C[C@H]1O3 (stereo partly specified) | 8% | 1.1% | 5% | -0.2% | 1.3% | -3% | -1% | 2% | 1.3 | 40
COCc1cc(C)nc(Nc2ccc(C)c(C)c2)c1C#N | 4% | -0.4%[50 µM] | -8% | 0.0% | -2.1% | -6% | 15% | 10% | -0.3 | 41
Cc1cc(OCC(=O)Nc2nccs2)c2c(C)cc(=O)oc2c1 | 1% | 0.3% | -3% | 0.3% | 1.9% | 20% | -21% | 3% | 1.8 | 51
O=C(Nc1ccccc1Cl)c1ccc2nc(N3CCOCC3)sc2c1 | 6% | -0.5% | -3% | -0.1% | 0.7% | 2% | -1% | 8% | 1.5 | 59
C/C(Cl)=C/Cn1c(SCC(C)C)nc2c1c(=O)[nH]c(=O)n2C | -4% | -0.1% | 1% | -1.0% | 0.5% | -2% | -2% | 3% | 2.4 | 53
CC(C)OCCCNC(=O)CCN1C(=O)COc2ccccc21 | 13% | 0.1% | -1% | -0.1% | 2.2% | 2% | 11% | 4% | -1.5 | 47
CCOc1ccc(NC(=O)c2ccc3snnc3c2)cc1 | 0% | 0.2% | -12% | 0.6% | 0.4% | 29% | -5% | -6% | -0.5 | 50
Cn1nc(CC(=O)NC2CCCCCCCCCCC2)c2ccccc2c1=O | 22% | 1.1% | -2% | -0.1% | 12% | 1% | 35% | 8% | -2.4 | 92
COC(=O)c1ccc(COc2ccc(-c3nn[nH]n3)cc2)cc1 | 9% | 0.2% | 8% | 0.0% | -2.3% | -2% | 9% | 7% | 0.2 | 75 | Dengue-2 NS5 capping pilot replicate=-2.4
COC(=O)c1ccccc1Oc1ccc(NC(=O)c2ccco2)cc1 | 5% | 0.1% | -3% | 0.4% | 2.5% | 3% | 6% | 4% | 0.4 | 83
CCOc1ccccc1CNC(=O)CCc1cn(CC)c2ccccc12 | 6% | 0.2% | -3% | 0.3% | 0.2% | -1% | 6% | 3% | 0.2 | 70

Quoted at random: 3 compounds from above.
SMILES | GPR55 LPI antagonism | K1F lysis inhibition | Dengue-2 NS5 capping | GPR55 activation | HIV fusion peptide | SIAH1 antagonists | AID2073 | GPR35 antagonists | NTR1 agonist | NTR1 agonist cell count 20 µM | others
Cc1cc(OC(=O)c2cc(Br)ccc2Cl)c([N+](=O)[O-])c(=O)[nH]1 | 6% | -2.5% | -3% | 0.3% | 2.0% | 15% | -1% | 2% | -0.5 | 61
Cc1cc(OCC(=O)Nc2nccs2)c2c(C)cc(=O)oc2c1 | 1% | 0.3% | -3% | 0.3% | 1.9% | 20% | -21% | 3% | 1.8 | 51
CC(C)OCCCNC(=O)CCN1C(=O)COc2ccccc21 | 13% | 0.1% | -1% | -0.1% | 2.2% | 2% | 11% | 4% | -1.5 | 47

(cont.)
SMILES | GPR55 LPI antagonism | K1F lysis inhibition | Dengue-2 NS5 capping | GPR55 activation | HIV fusion peptide | SIAH1 antagonists | AID2073 | GPR35 antagonists | NTR1 agonist | NTR1 agonist cell count 20 µM | others
CC(O)c1cccc(NC(=O)CCCc2ccccc2)c1 (stereo unspecified) | -1% | -0.4% | -12% | 0.6% | -1.3% | 5% | 4% | -1% | 1.8 | 53
FC(F)(F)c1cnc2c(c1)Nc1ccccc1S2 | 12% | -0.2% | 1% | -0.2% | -0.5% | 4% | 3% | 6% | -0.2 | 43
Cn1ncc2c(NCc3ccccc3)ncnc21 | -11%&2% | 5.0% | -3% | -0.2%&-0.1% | -2.4%&0.6% | 3%&3% | 2%&2% | -22%&6% | 0.0 | 43
COc1cc(CNc2ccc(CNc3ncn[nH]3)cc2)ccc1OCC(=O)NC(C)(C)C | -2% | 0.9%[50 µM] | -8% | 0.1% | -1.0% | 6% | 17% | 1% | 0.4 | 83
O=C(NCC1CCCO1)c1ccc(NS(=O)(=O)c2cccs2)cc1 (stereo unspecified) | -2% | -0.1% | -3% | 0.2% | 0.6% | 2% | -14% | -15% | -1.2 | 53
CN(C)CCNC(=O)c1[nH]nc2c1CCc1ccccc1-2 | 12% | 0.3% | -4% | -0.2% | 0.5% | 4% | 6% | 22% | -0.2 | 90
COc1ccccc1NC(=O)c1ccccc1-c1nc(-c2ccccc2OC)no1 | -6% | 1.6% | 7% | 0.4% | -1.1% | -4% | 0% | 3% | 3.8 | 70
CCCC(C)C(=O)NCc1ccc2c(c1)OCO2 (stereo unspecified) | 6% | 0.3% | -4% | 0.2% | -0.7% | 1% | -4% | -23% | 0.9 | 55
CC1=C(C(=O)OCc2ccc3c(c2)OCO3)C(c2ccc(F)cc2)NC(=O)N1 (stereo unspecified) | 29% | -0.3% | 0% | 0.4% | 3.6% | 5% | 8% | -1% | 0.2 | 52
COC(=O)c1ccc(NC(=S)Nc2ccccn2)cc1 | -11% | 0.6% | -5% | 0.1% | 3.7% | 21% | 2% | 5% | 6.9 | 57
COc1ccc(/C=N/Nc2nc(-c3cccnc3)nc3ccccc23)cc1OC | -4% | 1.0% | -6% | 0.2% | -0.8% | -6% | 17% | -13% | 5.7 | 65
COc1cc(N/N=C/c2ccc(N(C)C)cc2)ncn1 | 2% | 3.7% | -4% | 0.2% | -3.0% | 2% | -16% | 9% | 0.1 | 34
Nn1c(SCc2ccc([N+](=O)[O-])cc2)nc2ccccc2c1=O | -5% | 0.4% | -9% | 0.0% | 4.0% | -2% | 2% | 10% | 5.2 | 96
Nc1ccccc1C(=O)N=Nc1[nH]c(N)c2ccccc12 | 5% | 0.1% | -5% | -0.2% | 1.2% | 4% | -2% | 2% | 0.9 | 89
COc1ccccc1-c1c(NC(=O)C(C)C)n(C)c2ccccc2c1=O | -5% | -0.2% | -4% | 0.0% | 1.2% | 1% | 16% | 3% | 0.8 | 61
Cc1ccc(C2=NN(CC(=O)NCc3ccccn3)C(=O)CC2)cc1 | -9% | 4.2% | -1% | -0.2% | -0.3% | -3% | 9% | -12% | 0.0 | 47
COC(=O)c1cc(S(=O)(=O)NCCc2ccccc2)c[nH]1 | 1% | 1.4% | -6% | -0.1% | -0.2% | 2% | 7% | -13% | -1.9 | 66
CCc1ccc2c(CSc3nnnn3C)cc(=O)oc2c1 | 19% | -0.3% | 5% | 0.2% | 0.0% | -2% | 1% | 5% | 4.8 | 54
N#CC1=C2SCN(Cc3ccco3)CN2C(=O)CC1c1c(F)cccc1Cl (stereo unspecified) | 4% | 4.4% | 5% | -0.2% | -3.1% | -3% | 91% | 8% | -2.1 | 43
O=C1[C@@H]2[C@H](C(=O)N1Cc1cccnc1)[C@H]1C=C[C@@H]2C1 | -4% | 6.2% | -6% | -0.1% | -2.6% | -1% | -5% | -1% | 0.2 | 64
O=C(CCCn1c(=S)[nH]c2ccsc2c1=O)NC1CCCCC1 | 9% | -0.1% | 0% | -0.1% | -1.1% | 0% | -46% | -8% | 0.5 | 50
COC(=O)/C=C/c1ccc2c(c1)OCO2 | -9% | -0.7% | 0% | -0.3% | -0.3% | 11% | 9% | 19% | 0.1 | 46
O=C(Nc1nnc(SCc2c(Cl)cccc2Cl)s1)C1CCCO1 (stereo unspecified) | 14% | 1.6% | 0% | -0.1% | 0.3% | 2% | 7% | -1% | 3.7 | 69
